Assay outcomes from PubChem BioAssay.
FBW7 activator = activators of human E3 ligase FBW7. AlphaScreen FBW7–phospho-cyclin E peptide binding, activator screen. hit rate 0.13% among 650,000. Q969H0. normalized activity (activation), % at 26.1 µM; in the data active means normalized activity above about 1.9%;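 further: purified mutant Fbw7 with reduced substrate affinity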
TEAD-YAP inh = TEAD-YAP interaction inhibition; HEK-TIYL cells, TEAD-Gal4/YAP UAS-luciferase luminescence; inhibition, % at 9.12 µM; hit rate 1.4% among 640,000; AID 1259422; in the data active means inhibition above about 32%;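 further: 0% = median of test compound wells and 100% = reference inhibitor wells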
MITF primary = human MITF inhibition, primary screen | O75030 | AlphaScreen MITF homodimerization, bead proximity signal | inhibition, % at 2.6 µM | hit rate 0.91% among 650,000 | AID 1259374; in the data active means inhibition above about 50%;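 further: 0% = vehicle wells with protein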
Target sequence (O75030 whole entry, looked up): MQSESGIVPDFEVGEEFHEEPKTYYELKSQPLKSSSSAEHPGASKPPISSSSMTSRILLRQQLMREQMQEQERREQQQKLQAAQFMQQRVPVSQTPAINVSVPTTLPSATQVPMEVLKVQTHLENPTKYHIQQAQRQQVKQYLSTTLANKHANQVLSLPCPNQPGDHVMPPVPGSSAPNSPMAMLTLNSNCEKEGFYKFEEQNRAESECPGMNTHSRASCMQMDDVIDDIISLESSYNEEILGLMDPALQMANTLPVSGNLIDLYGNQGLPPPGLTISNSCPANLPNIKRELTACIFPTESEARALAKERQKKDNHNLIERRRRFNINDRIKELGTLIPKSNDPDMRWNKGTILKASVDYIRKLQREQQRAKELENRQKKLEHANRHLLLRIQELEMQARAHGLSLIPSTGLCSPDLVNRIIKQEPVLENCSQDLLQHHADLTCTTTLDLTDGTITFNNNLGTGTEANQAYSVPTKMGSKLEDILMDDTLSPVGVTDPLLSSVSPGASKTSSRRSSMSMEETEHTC
GPR151 ag = activates the human receptor GPR151 | activation, % at 11.2 µM | AID 1508602 | hit rate 1% among 650,000 | PathHunter beta-arrestin GPR151 cells, luminescence | Q8TDV0; in the data active means activation above about 4.9%;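 further: 0% = median of compound wells and 100% = cells with positive control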
Target sequence (Q8TDV0 whole entry, looked up): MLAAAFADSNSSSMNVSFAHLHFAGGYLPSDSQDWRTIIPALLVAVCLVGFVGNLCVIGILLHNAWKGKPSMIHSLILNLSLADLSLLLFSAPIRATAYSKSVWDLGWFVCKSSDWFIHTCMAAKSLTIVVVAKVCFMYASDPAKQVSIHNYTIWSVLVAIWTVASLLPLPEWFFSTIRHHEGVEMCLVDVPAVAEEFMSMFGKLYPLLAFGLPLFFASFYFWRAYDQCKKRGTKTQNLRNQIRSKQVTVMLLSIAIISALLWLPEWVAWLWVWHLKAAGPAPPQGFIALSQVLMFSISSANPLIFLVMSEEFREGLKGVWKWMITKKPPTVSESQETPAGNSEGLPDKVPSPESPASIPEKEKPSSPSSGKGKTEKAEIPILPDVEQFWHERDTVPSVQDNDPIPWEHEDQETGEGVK
* = called active by the depositor.

mol	FBW7 activator	TEAD-YAP inh	MITF primary	GPR151 ag
COc1cc(/C=C2\SC(=Nc3c(C)cccc3C)N(c3ccccc3)C2=O)ccc1O	-0.1	-3.2	12.7	-0.1
Cc1ccc(NC(=O)c2cc(C(C)C)on2)cc1C	0.2	-70.1	3.6	-0.1
COc1ccc(C2=NN(CC(=O)N3CCC(Cc4ccccc4)CC3)C(=O)CC2)cc1	-0.1	1.1	4.0	0.0
COc1ccc(C(=O)NN2CCOCC2)cc1[N+](=O)[O-]	-0.1	-5.5	-4.6	-0.2
COc1ccccc1CNC(=O)CSc1ccc(Cl)cc1	0.2	-6.7	-7.5	-0.1
O=C(COc1ccc(Cl)cc1)OCc1csc(Nc2ccccc2)n1	0.2	5.6	1.6	-1.1
COc1ccc(CNC(=O)CSc2ccsc2[N+](=O)[O-])cc1	-0.1	-48.0	-4.7	-0.9
Cc1ccc(C)c(OC(=O)CN2C(=O)C3C4C=CC(C5CC45)C3C2=O)c1 (stereo not drawn)	-0.1	1.4	1.3	0.9
CCN(c1ccccc1)S(=O)(=O)c1ccc(C(=O)NC(C)C)cc1	0.1	1.3	2.5	0.4
CCOC(=O)C(CC(C)C)NS(=O)(=O)c1ccc([N+](=O)[O-])cc1 (stereo not drawn)	-0.1	-7.5	-10.3	-0.6
Oc1ccc(/C=N/Nc2nnc3c(n2)[nH]c2ccccc23)c(O)c1O	-0.9	-10.3	110.7*	0.1
Cc1nc(NCc2ccccc2)nc(NCc2ccccc2)c1[N+](=O)[O-]	-0.1	-12.3	5.1	-0.4
O=C(Cn1ncn2nc(-c3cccs3)cc2c1=O)NC1CCN(Cc2ccccc2)CC1	-0.1	-5.6	-3.8	12.9*
COc1ccc(Cn2c(O)c(/C=N/c3nc4c(s3)CCCC4)c3ccccc3c2=O)cc1	-0.1	-5.5	-1.5	-0.7
COc1ccccc1CNC(=O)C1CCN(C(=O)c2n[nH]c3ccccc23)CC1	-0.2	11.6	-5.3	0.5
CCN1CCN(CCCNC(=O)Cn2ncc3c(=O)oc4ccccc4c32)CC1	-0.1	-1.2	2.5	-0.2
COc1ccc(C2=NN(C(=O)CCC(=O)O)C(c3ccccc3OC)C2)cc1 (stereo not drawn)	0.2	11.9	-7.9	-1.1
C=CCn1c(N2CCN(c3ccc(OC)cc3)CC2)nc2c1c(=O)[nH]c(=O)n2C	-0.2	-12.4	-8.2	1.2
Cc1ccccc1-c1noc(-c2cccc([N+](=O)[O-])c2)n1	0.1	0.9	-8.8	1.8
CC1CC(C)CN(C(=O)CSc2nc3ccc(N4CCCCC4)cc3c(=O)n2Cc2ccccc2)C1 (stereo not drawn)	0.3	7.4	0.4	-0.8
CCN(CC)S(=O)(=O)c1ccc2c(c1)N(CC(=O)NC)C(=O)CO2	0.1	3.7	-17.4	0.1
CCn1cc(NC(=O)NCc2ccc3[nH]c(C)cc3c2)c2ccccc21	0.1	4.1	5.8	-0.1
CSc1ccc(S(=O)(=O)NCCOc2ccccc2C)cc1	0.1	0.5	2.9	-1.2
COc1ccc(CCNc2nc(-c3ccc(C(N)=O)cc3)ncc2C)cc1	0.1	20.0	10.7	-0.8
CC(=O)Nc1ncc2c(n1)CC(c1cccc(Cl)c1)CC2=O (stereo not drawn)	-0.1	8.1	-2.8	0.8
NC(=O)c1ccccc1Nc1ccnc(Nc2ccc(N3CCOCC3)cc2)c1	-0.3	26.7	-5.5	0.1
O=c1nc(/C=C/c2cn(Cc3ccc(Cl)c(Cl)c3)nc2-c2ccccc2)cc(C(F)(F)F)[nH]1	0.1	5.7	6.8	0.3
COc1cc(NC(=O)c2cccc(-n3ncc4cc(Nc5cccc(C)c5)ccc43)c2)cc(OC)c1OC	-0.2	16.4	0.8	0.9
CCN(CC)CCn1c(NC(C)=O)nc2ccccc21	0.0	1.6	-1.0	-0.1
CCCCOC(=O)C1=C(C)NC(=O)NC1c1ccc(O)c(OC)c1 (stereo not drawn)	-0.1	1.9	9.2	-1.5
COCCCNS(=O)(=O)c1ccc2c3c(cccc13)C(=O)N2C	0.3	7.0	-1.4	-0.8
COc1ccccc1N1CCN(C(=O)c2cc3nc(-c4ccc(Cl)cc4)cc(C(F)(F)F)n3n2)CC1	0.0	1.4	11.1	-0.1
O=C(O)CCCNc1cc(N2CCOCC2)c2noc3c2c1C(=O)c1ccccc1-3	-0.5	-3.1	23.2	-2.5
Cc1ccccc1NC(=O)c1nc(S(C)(=O)=O)ncc1Cl	0.1	-8.7	4.1	-1.1
O=C(NC1CC1)c1cccc(Nc2cnccn2)c1	0.1	-8.9	9.8	-1.8
COc1ccc(OC)c(-c2cc(C(=O)Nc3cc(Cl)ccc3OC)no2)c1	0.0	-1.9	19.2	-0.9
COc1cc(OC)c(C(=O)NCc2nc(-c3ccccc3)no2)cc1OC	0.5	12.5	7.0	-1.6
COc1ccc(-c2noc(NCCCN3CCCC3=O)n2)cc1OC	0.1	-14.8	6.2	-1.3
O=C(NCC1(c2cccs2)CCOCC1)c1ccc(F)c(F)c1	0.0	-13.7	14.8	-2.4
Cc1ccc(C(C)C)c(OCC(=O)Nc2ccc(S(=O)(=O)Nc3ncccn3)cc2)c1	0.0	8.8	2.9	-0.3
O=C(CN1C(=O)CC(c2ccccc2)Sc2ccccc21)Nc1ccc([N+](=O)[O-])cc1 (stereo not drawn)	0.3	-3.8	7.8	-0.5
C=CCOC(=O)C1=C(C)NC2=C(C(=O)CC(C)(C)C2)C1c1ccc(OCc2ccccc2)c(OC)c1 (stereo not drawn)	0.0	15.4	-1.6	-0.2
O=C(Cc1ccccc1)Nc1nnc(S(=O)(=O)N2CCc3ccccc32)s1	0.1	2.2	5.4	0.9
Cc1ccccc1C(=O)On1c(-c2ccc(C(C)(C)C)cc2)nc2ccccc2c1=O	0.1	8.9	15.3	0.1
CCOc1ccccc1C(=O)Nc1ccc2nc3n(c(=O)c2c1)CCCCC3	-0.2	-9.7	7.2	-0.5
COCCN1C(=O)CC(CC(=O)N2CCC[C@H]2C(=O)OC)(c2ccccc2F)C1=O (stereo partly drawn)	-0.1	-48.9	-7.0	-1.1
O=C1N[C@@H](Cc2ccc(Cl)cc2)C(=O)N2CCN(C(=O)Oc3ccc(Cl)cc3)C[C@H]12	0.2	4.2	17.8	-0.1
CCOC(=O)C1=C(C)NC2=C(C(=O)CC(c3ccccc3)C2)C1c1ccc(OC(C)=O)c(OC)c1 (stereo not drawn)	0.3	9.3	-8.4	0.1
Cc1ccccc1-n1nc(-c2cccnc2)cc1C(=O)NN	0.1	-6.3	3.7	0.0
O=C(NC1CCCCCC1)C1CCN(S(=O)(=O)c2ccc3[nH]c(=O)ccc3c2)CC1	0.1	0.8	3.6	-0.2
COc1cc(/C=C2\C(=O)Nc3ccc(Br)cc32)cc(OC)c1O	-0.1	-15.8	-0.8	-0.2
Cc1cc(NC(=O)CC(C)C)c(=O)n(Cc2c(F)cccc2Cl)c1	-0.1	2.9	5.9	-0.8
Cc1ccc(S(=O)(=O)Nc2nnc(CC(C)(C)C)s2)cc1	0.1	-2.4	18.3	0.3
COc1cc(Br)ccc1OCC(=O)N/N=C/c1cccc(C)c1O	-0.1	-5.9	-5.3	0.7
Cc1ccc(-n2nc3ccc(NC(=O)c4cccnc4Cl)cc3n2)cc1	0.0	-6.6	-2.3	0.0
CC[C@H](Cn1nnn(-c2ccccc2)c1=O)NC(=O)Cn1nc(C)c2ccccc2c1=O	0.0	1.4	8.7	-0.2

Further entries follow.
mol	FBW7 activator	TEAD-YAP inh	MITF primary	GPR151 ag
COc1cccc(C(=O)NC(=S)Nc2ccccc2[N+](=O)[O-])c1	-0.5	-43.6	-2.4	-0.3
COC(=O)c1sc(C(C)(C)C)cc1N	0.1	-9.1	-7.5	0.4
CCCN1CCCc2cc(CCNC(=O)OC)ccc21	0.2	-7.7	-4.3	1.4
O=C(CN1C(=O)c2cccnc2Oc2ccc(Cl)cc21)Nc1ccc(F)cc1F	0.1	0.6	9.8	-0.2
CCOC(=O)N1CCN(C(=O)C(=O)NNC(=O)COc2ccc(Cl)c(C)c2)CC1	0.4	-10.0	11.4	0.1
CCN(CC)c1nc(NCCc2ccc(OC)cc2)nc(N2CCN(Cc3ccc4c(c3)OCO4)CC2)n1	-0.2	10.7	9.8	0.9
Cn1c(=O)c2c(nc(SCC(=O)OCc3ccccc3)n2C)n(C)c1=O	0.0	3.0	-2.7	1.7
CC(C)NS(=O)(=O)c1cc(C(=O)O)ccc1Cl	0.1	2.5	11.4	3.1
COc1ccc(/C=C/C(=O)c2c(O)cc(C)oc2=O)c(OC)c1OC	0.1	4.1	-1.4	4.0
CCn1c(CCl)nc2cc(S(=O)(=O)N(C)C)ccc21	0.1	-3.8	12.5	0.3
CC(=O)OC1OCCOC1NC(=S)NCc1ccco1 (stereo not drawn)	-0.1	1.1	-2.7	1.4
Cc1cccc(NC(=O)c2cc(S(=O)(=O)NCc3ccc4c(c3)OCO4)ccc2F)c1C	-0.1	1.5	-1.6	1.8
COc1ccccc1CC(=O)N1CCc2nnc(CNC(=O)C3CCOC3)n2CC1 (stereo not drawn)	0.0	5.9	0.0	1.5
O=C1C2CCCCC2C(=O)N1c1cccc(Cl)c1 (stereo not drawn)	0.2	-2.2	11.9	0.4
Cc1ccccc1OCC(O)Cn1c(N2CCN(C)CC2)nc2c1c(=O)[nH]c(=O)n2C (stereo not drawn)	0.1	10.1	18.7	-0.9
O=C(N/N=C/c1c(-c2ccccc2)cc2ccccn12)c1cc(=O)[nH]c(=O)[nH]1	-0.5	-2.1	-0.7	-0.7

Looked up one by one from the entries so far (seven):
mol	FBW7 activator	TEAD-YAP inh	MITF primary	GPR151 ag
Cc1cccc(NC(=O)c2cc(S(=O)(=O)NCc3ccc4c(c3)OCO4)ccc2F)c1C	-0.1	1.5	-1.6	1.8
CC(=O)OC1OCCOC1NC(=S)NCc1ccco1 (stereo not drawn)	-0.1	1.1	-2.7	1.4
O=C(N/N=C/c1c(-c2ccccc2)cc2ccccn12)c1cc(=O)[nH]c(=O)[nH]1	-0.5	-2.1	-0.7	-0.7
COc1ccc(/C=C/C(=O)c2c(O)cc(C)oc2=O)c(OC)c1OC	0.1	4.1	-1.4	4.0
Cc1ccccc1OCC(O)Cn1c(N2CCN(C)CC2)nc2c1c(=O)[nH]c(=O)n2C (stereo not drawn)	0.1	10.1	18.7	-0.9
O=C1C2CCCCC2C(=O)N1c1cccc(Cl)c1 (stereo not drawn)	0.2	-2.2	11.9	0.4
CCn1c(CCl)nc2cc(S(=O)(=O)N(C)C)ccc21	0.1	-3.8	12.5	0.3

Continued.
mol	FBW7 activator	TEAD-YAP inh	MITF primary	GPR151 ag
CCOC(=O)N1CCc2c(sc(NC(=O)c3ccc(S(=O)(=O)N4CC(C)CC(C)C4)cc3)c2C(N)=O)C1 (stereo not drawn)	-0.1	-1.1	-11.1	2.1
CSc1nsc2nc(=O)c(C=C3C=CC(=O)C=C3)c(N)n12	0.0	-47.8	20.9	-2.0
CC(C)c1cc(NCCCN(C)C)n2c(nc3ccccc32)c1C#N	0.1	7.2	-8.5	-1.2
CCOC(=O)c1c(NC(=O)C2c3ccccc3Oc3ccccc32)oc(C)c1C(C)=O	-0.1	8.7	-3.1	3.0
CC1CN(C(NC(=O)/C=C/c2ccccc2)C(Cl)(Cl)Cl)CC(C)O1 (stereo not drawn)	-0.2	-4.7	1.9	0.5
COc1cc(OC)c(C(=O)Nc2ccccc2C(N)=O)cc1OC	-0.2	-3.0	-2.9	0.0
CC(C)N(CCNc1cc(Nc2ccccc2)nc(N)n1)C(C)C	0.0	-8.2	-16.1	0.1
Fc1ccc(C2=CC(c3ccccc3OC(F)F)n3ncnc3N2)cc1 (stereo not drawn)	-0.1	11.9	0.0	1.8
Cc1nc2ccccc2c(=O)n1NC(=O)C(Cl)(Cl)Cl	0.2	4.1	-0.3	-0.1
N#CC1(C#N)C(c2ccccc2)C(C(=O)c2ccccc2)N2c3ccccc3C=CC21 (stereo not drawn)	0.1	-6.6	1.9	-0.9
CC(=O)CSc1nc2c(c(=O)n(C)c(=O)n2C)n1Cc1cccc(C)c1	0.0	-1.2	6.5	-0.5
O=C(COc1cccc([N+](=O)[O-])c1)N=Nc1c(O)[nH]c2ccc([N+](=O)[O-])cc12	-0.2	4.8	-2.6	1.7
